HT1080-NT tox: kills 2HG-producing HT-1080-NT fibrosarcoma cells. Potency, µM (top dose mostly 46.1 µM), without a hit: top-dose activity, negative = less viability, most hits filed as cytotoxic. 360,000 tested, 1.6% active. HT-1080-NT fibrosarcoma viability, CellTiter-Glo ATP luminescence, 48 h;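 note: NT is the 2HG producing partner of a matched IDH1 knockdown line; potency is the fitted concentration of half-maximal effect; 0% = DMSO-treated cells and -100% = media-only wells without cells; nearly all actives have a fitted effect of over 55% in size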
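Read-out is CellTiter-Glo luminescence after 10 minutes at room temperature, following 48 hours' compound treatment of HT-1080-NT cells (750 cells/well, RPMI, 5% FBS, 37 degrees C).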
SW480 rereplic: induces DNA re-replication in SW480 colon adenocarcinoma cells; 340,000 tested, 1.8% active; SW480 DNA re-replication, Hoechst DNA content imaging, 48 h; Potency, µM (highest dose often 46.1 µM), for inactives: at the top dose re-replication activation, usual class: activators; AID 624297; note: potency is the fitted concentration of half-maximal effect; % of control where 0% means no effect; nearly all actives have a fitted effect of over 55% in size
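First, 250 cells per well were seeded. Next, compound or vehicle (23 nL) was pinned in, plates sat 48 hr at 37 C. Finally Hoechst was added for 40 min before fluorescence scanning.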
DRD3 agonist: agonists of human D3 dopamine receptor; D3R DiscoveRx beta-arrestin cells, luminescence, 90 min; max activation, %; 410,000 tested, 0.58% active; AID 652048; in the data active = max activation above about 30%; note: 0% is about no effect; mostly tested at two doses, the higher about 12 µM
Target sequence (P35462 whole entry, looked up): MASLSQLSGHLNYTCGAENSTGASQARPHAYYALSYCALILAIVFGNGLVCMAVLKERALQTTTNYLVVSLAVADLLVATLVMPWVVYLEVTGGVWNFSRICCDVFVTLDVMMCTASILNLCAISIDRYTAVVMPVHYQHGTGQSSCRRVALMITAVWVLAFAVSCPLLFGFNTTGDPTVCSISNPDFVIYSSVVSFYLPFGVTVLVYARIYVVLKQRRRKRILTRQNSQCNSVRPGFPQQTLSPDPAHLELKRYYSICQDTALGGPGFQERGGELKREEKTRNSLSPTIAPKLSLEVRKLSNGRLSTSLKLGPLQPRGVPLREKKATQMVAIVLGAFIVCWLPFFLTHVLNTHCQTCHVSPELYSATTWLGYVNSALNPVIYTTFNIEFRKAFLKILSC
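Agonist-mode cell screen: cells plated at 1500/well and incubated overnight at 37 °C, then exposed to library compounds for 90 min at 37 °C. Detection reagent was added for 30–60 min at room temperature, and luminescence was read.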
GLP1R ag: activates the human GLP-1 receptor; P43220; HEK293 GLP-1R CRE-luciferase, luminescence, 4-6 h; cells express a hypersensitive GLP-1R form; 380,000 tested, 0.007% active; Potency, µM (series often up to 45.6 µM), for the others: at the highest dose activation, usual class: activators; note: potency is the fitted concentration of half-maximal effect; % of control where 0% means no effect
Target sequence (P43220 whole entry, looked up): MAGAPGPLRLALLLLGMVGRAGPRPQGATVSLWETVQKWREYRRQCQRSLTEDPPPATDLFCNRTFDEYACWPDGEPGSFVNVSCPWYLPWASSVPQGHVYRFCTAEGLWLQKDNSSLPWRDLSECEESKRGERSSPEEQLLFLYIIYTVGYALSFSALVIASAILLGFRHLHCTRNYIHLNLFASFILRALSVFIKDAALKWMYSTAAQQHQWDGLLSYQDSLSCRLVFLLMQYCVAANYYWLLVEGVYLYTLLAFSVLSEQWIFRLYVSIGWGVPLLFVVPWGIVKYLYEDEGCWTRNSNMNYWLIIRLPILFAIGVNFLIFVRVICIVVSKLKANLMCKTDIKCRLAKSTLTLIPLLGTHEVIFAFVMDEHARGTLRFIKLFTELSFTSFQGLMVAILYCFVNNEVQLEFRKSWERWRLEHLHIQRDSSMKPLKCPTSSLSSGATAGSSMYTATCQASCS
KB-V1 MDR tox: kills drug-selected multidrug resistant KB-V1 cells | KB-V1 MDR cells viability, CellTiter-Glo, 72 h | Potency, µM (highest dose often 46.1 µM), for the others: top-dose activity change, negative = cytotoxicity, hits mostly cytotoxic | 400,000 tested, 3.4% active | AID 1347076; note: potency is the fitted concentration of half-maximal effect; % is set by controls: 0 for no effect and ±100 for the full control effect; nearly all actives have a fitted effect of over 60% in size
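Compound-treated KB-V1 multidrug-resistant cells, 72 h, 37 degrees C; viability by CellTiter-Glo. Fitted qHTS curves give the values.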
HT1080 IDH1KD tx: kills HT-1080 cells with IDH1 knockdown; AID 686971; HT-1080 IDH1 knockdown viability, ATP luminescence, 48 h; 360,000 tested, 2% active; Potency, µM (doses to about 46.1 µM), without a hit: at the highest dose activity, negative = toxicity, hits mostly cytotoxic;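 note: potency is the fitted concentration of half-maximal effect; 0% = DMSO wells and -100% = cell-free medium wells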
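Using the IDH1-knockdown HT-1080 line run in the same batch and compound series as the NT line, viability after 48 h at 37 °C was determined by CellTiter-Glo luminescence and expressed as % activity.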
KB-3-1 tox: kills parental KB-3-1 adenocarcinoma cells; KB-3-1 viability, CellTiter-Glo ATP luminescence, 72 h; Potency, µM (doses to about 46.1 µM), without a hit: at the highest dose activity change, negative = cytotoxic, hits mostly cytotoxic; 400,000 tested, 1.4% active; AID 1347075; note: potency is the fitted concentration of half-maximal effect; % is set by controls: 0 for no effect and ±100 for the full control effect; nearly all actives have a fitted effect of over 60% in size
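Cytotoxicity measured as CellTiter-Glo luminescence after 72 h at 37 C. Compound titrations were pinned onto drug-naive KB-3-1 parental adenocarcinoma cells grown in DMEM with 10% FBS, and normalized data fitted to concentration-response curves.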
DRD3 antagonist: blocks the human D3 dopamine receptor | P35462 | D3R cells, DiscoveRx beta-arrestin luminescence, antagonist mode; stronger effect = lower value | max response, negative = inhibition, % | 360,000 tested, 2.5% active; in the data active = max response below about -50%; inconclusive = no clear call, values can overlap the other calls; note: % is set by controls: 0 for no effect and ±100 for the full control effect; mostly tested at two doses, the higher about 12 µM
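Cells plated overnight at 1500 cells/well, then exposed to library compounds with dopamine controls for 90 minutes at 37 degrees C. DiscoveRx reagent added for 30–60 minutes at room temperature; luminescence read, quantitative HTS format.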
IL-1B inflam inh: inflammasome signaling inhibition, IL-1 beta readout. THP-1 LPS/ATP IL-1B secretion, AlphaLISA, 16 h; stronger effect = lower value. activity change, % at 57.5 µM. 360,000 tested, 4.7% active. AID 743279; in the data active = activity change below about -50%; inconclusive = mostly about -30% to -49%; note: % is set by controls: 0 for no effect and ±100 for the full control effect
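THP-1 cells pretreated 1 hr with compounds (up to 57.5 uM final), then stimulated with LPS (250 ng/mL final) plus ATP (1.25 mM final); secreted IL-1B measured by AlphaLISA after 16 hr, decreased signal indicating inhibition.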
Starred values were filed as active, the others as inactive; ? = inconclusive; / = not tested or not shown; [ ] = another dose, or the depositor's remark. Unless noted, calls come from the whole dose curve; as a rule, active = well fitted curve in the direction sought with a large enough effect; inconclusive = small, poorly fitted or top-dose-only effect, or another doubt; inactive = no such curve, though single readings can be large; an effect the other way counts as inactive or inconclusive.

Letters: A = HT1080-NT tox; B = SW480 rereplic; C = DRD3 agonist; D = GLP1R ag; E = KB-V1 MDR tox; F = HT1080 IDH1KD tx; G = KB-3-1 tox; H = DRD3 antagonist; I = IL-1B inflam inh
COc1ccc(C(=O)C2CCCN(S(=O)(=O)N(C)C)C2)c(C)c1 (stereo not drawn)
  A: 12% | B: 16% | C: 4 | D: 7% | E: 13% | F: 1% | G: -8% | H: 13 | I: 52

COc1cccc(-n2nnnc2SCC(=O)NCCc2ccccc2)c1
  A: 0% | B: -2% | C: -7 | D: -1% | E: -2% | F: -2% | G: 4% | H: -8 | I: 1

O=C1CCCC/C1=C/Nc1ccc(S(=O)(=O)Nc2ncccn2)cc1
  A: 7% | B: -10% | C: 3 | D: -3% | E: 12% | F: 5% | G: -2% | H: ? | I: 12

CNc1c([N+](=O)[O-])cnn1-c1ccc(Cl)cc1
  A: -6% | B: -11% | C: 10 | D: -7% | E: ? | F: -4% | G: -28% | H: 3 | I: 0

O=C(O)c1cccc(-c2ccc(/C=C3/SC(=Nc4ccccc4)N(Cc4cccnc4)C3=O)o2)c1
  A: 3% | B: -3% | C: 3 | D: 8% | E: 0% | F: -2% | G: 3% | H: 6 | I: -11

Cc1nc2nc[nH]c2cc1Br
  A: 3% | B: 0% | C: 6 | D: -16% | E: ? | F: -5% | G: 5% | H: -9 | I: 12

COc1ccc(N(C(=O)c2cccnc2)S(=O)(=O)c2cccc([N+](=O)[O-])c2)cc1
  A: -3% | B: -20% | C: 0 | D: 0% | E: ? | F: -21% | G: 0% | H: -6 | I: 8

CCN(CC)c1ccc([N+](=O)[O-])cc1C(=O)N1CCOCC1
  A: 12% | B: -3% | C: -5 | D: 8% | E: 0% | F: 9% | G: 18% | H: 2 | I: -2

O=C(c1cc(S(=O)(=O)Nc2ccccc2F)c(Cl)cc1Cl)N1CCN(CCO)CC1
  A: -3% | B: 8% | C: 5 | D: 2% | E: 1% | F: -1% | G: -7% | H: 12 | I: -22

CSc1ccccc1OCc1cc(C(=O)N2CCc3c(Cl)cccc3C2)no1
  A: -6% | B: -18% | C: 32* | D: 8% | E: -3% | F: -1% | G: -18% | H: 9 | I: ?

Letters: A = HT1080-NT tox; B = SW480 rereplic; C = DRD3 agonist; D = GLP1R ag; E = KB-V1 MDR tox; F = HT1080 IDH1KD tx; G = KB-3-1 tox; H = DRD3 antagonist; I = IL-1B inflam inh
C=CCOc1ccc(Cl)cc1CNCCCN1CCOCC1
  A: 1% | B: -5% | C: -10 | D: 0% | E: ? | F: ? | G: -6% | H: 12 | I: -13

Cc1[nH]ncc1Nc1c(C(C)C)cccc1C(C)C
  A: -10% | B: / | C: 7 | D: -1% | E: 0% | F: -21% | G: 0% | H: 22 | I: -15

O=C(NCc1cccnc1)c1cc([N+](=O)[O-])ccc1N1CCOCC1
  A: 3% | B: -4% | C: 9 | D: 5% | E: 7% | F: 15% | G: 12% | H: 9 | I: -2

OCCN1CCN(c2nc(-c3ccccc3)c3cc(Br)ccc3n2)CC1
  A: ? | B: 21µM* | C: -15 | D: 10% | E: 5% | F: 23µM* | G: 1% | H: -2 | I: -79*

O=C(CCS(=O)(=O)c1ccc2c(c1)NC(=O)CS2)NCCc1ccc(Cl)cc1
  A: -1% | B: -17% | C: 4 | D: 5% | E: 28% | F: -16% | G: -3% | H: -1 | I: 0

CC(C)CN(CC(C)C)c1ccc(/C=N/n2cnnc2)cc1[N+](=O)[O-]
  A: -14% | B: -8% | C: -19 | D: 5% | E: 21µM* | F: -1% | G: ? | H: -3 | I: -55*

Cc1nc2scc(C)n2c(=O)c1S(=O)(=O)NCc1ccc(F)cc1
  A: -3% | B: -5% | C: -2 | D: -9% | E: -10% | F: -1% | G: 0% | H: -28 | I: -6

O=C(CCc1nnc(C2CCCCC2)o1)N1CCCCC1CCn1cccn1 (stereo not drawn)
  A: 4% | B: -2% | C: -4 | D: 7% | E: 8% | F: 4% | G: -12% | H: -11 | I: 2

Cc1ccc(O)c(-c2cc(C(=O)Nc3c(C)n(C)n(-c4ccccc4)c3=O)[nH]n2)c1
  A: -2% | B: 0.058µM* | C: 3 | D: 1% | E: 6% | F: -15% | G: -14% | H: 28 | I: 0

CC(=O)Nc1ccccc1C(=O)C(=O)Nc1ccc(Cl)cc1
  A: -4% | B: -3% | C: 0 | D: -1% | E: -9% | F: -10% | G: 8% | H: -1 | I: 6

Letters: A = HT1080-NT tox; B = SW480 rereplic; C = DRD3 agonist; D = GLP1R ag; E = KB-V1 MDR tox; F = HT1080 IDH1KD tx; G = KB-3-1 tox; H = DRD3 antagonist; I = IL-1B inflam inh
CC1CCCN(CCOc2ccc3ccccc3c2Br)C1 (stereo not drawn)
  A: 21µM* | B: -7% | C: -17 | D: 20% | E: ? | F: 18µM* | G: ? | H: -96* | I: -216*

O=C1CC(N(O)C2CC(=O)N(Cc3ccccc3)C2=O)C(=O)N1Cc1ccccc1 (stereo not drawn)
  A: 0% | B: 0% | C: 3 | D: -11% | E: 7% | F: -2% | G: 7% | H: 4 | I: 4

CCOC(=O)C1=C(C)N(CCCCCC(=O)O)C(=O)NC1c1ccc(Cl)cc1 (stereo not drawn)
  A: 0% | B: -4% | C: 4 | D: 1% | E: ? | F: 4% | G: 0% | H: ? | I: 23

Cc1cc(Br)ccc1NC(=O)c1sc2ncnc(N3CCN(c4ccccn4)CC3)c2c1C
  A: 12% | B: 15µM* | C: -3 | D: 2% | E: ? | F: 8% | G: 6.5µM* | H: -2 | I: -77*

CCn1c(SCc2cccc(F)c2)nnc1-c1cccnc1
  A: 27% | B: ? | C: -6 | D: 6% | E: -22% | F: 20% | G: 2% | H: -12 | I: 8

CCCCn1nnnc1C(c1ccccc1)N1CCN(c2cc(C)ccc2C)CC1 (stereo not drawn)
  A: -23% | B: / | C: -1 | D: 2% | E: ? | F: ? | G: -22% | H: 7 | I: -4

COc1ccc(-c2cc(C)no2)cc1S(=O)(=O)N(C)Cc1ccco1
  A: -15% | B: 0% | C: -16 | D: 14% | E: -1% | F: -2% | G: -3% | H: -15 | I: -10

COc1ccc(-c2n[nH]c(C)c2-c2cnn(-c3ccccc3)c2)c(O)c1
  A: -7% | B: ? | C: 1 | D: 6% | E: ? | F: -13% | G: -4% | H: 7 | I: -5

CCOc1ccc(NC(=O)c2ccc(S(=O)(=O)N(C)C)cc2)cc1
  A: 4% | B: -15% | C: -2 | D: -2% | E: 6% | F: -3% | G: -13% | H: -8 | I: 1

COc1ccc(OC)c(/C=C/C(=O)N(C)CC(=O)Nc2cc(C)ccc2C)c1
  A: 7% | B: 4% | C: -10 | D: 10% | E: -6% | F: 9% | G: 6% | H: -11 | I: -1

Letters: A = HT1080-NT tox; B = SW480 rereplic; C = DRD3 agonist; D = GLP1R ag; E = KB-V1 MDR tox; F = HT1080 IDH1KD tx; G = KB-3-1 tox; H = DRD3 antagonist; I = IL-1B inflam inh
COc1ccccc1NC(=O)Cn1c(=O)oc2cc(S(=O)(=O)N3CCCC3)ccc21
  A: -1% | B: -8% | C: 2 | D: 5% | E: ? | F: 1% | G: 5% | H: -14 | I: 38

CC(C)c1ccc(N(CC(=O)NN=C2CCN(C)CC2)S(=O)(=O)c2ccccc2)cc1
  A: -15% | B: -3% | C: 0 | D: 8% | E: 2% | F: -10% | G: ? | H: -15 | I: -3

Nc1cc(Cl)ccc1C(=O)OCC(=O)NC1CCS(=O)(=O)C1 (stereo not drawn)
  A: 10% | B: -2% | C: 3 | D: 3% | E: ? | F: 6% | G: -4% | H: -1 | I: 0

CC1(C)OC(c2ccccc2)=C/C(=C/C=C2C(=O)c3ccccc3C2=O)O1
  A: -12% | B: -6% | C: 0 | D: 0% | E: -2% | F: -1% | G: -12% | H: -16 | I: 20

O=C(CN1C2=NCCN2c2ccccc21)C12CC3CC(CC(C3)C1)C2
  A: 21µM* | B: ? | C: -9 | D: 6% | E: ? | F: -1%[9.24 µM] | G: ? | H: 0 | I: ?

COc1ccc([N+](=O)[O-])cc1CSc1nnc(NC(C)=O)s1
  A: -3% | B: 3% | C: -5 | D: -1% | E: -12% | F: 7% | G: 1% | H: -6 | I: -4

CC1(C)CC(=O)C=C(NCCN2CCN(C(=S)Nc3ccc(F)cc3)CC2)C1
  A: 9% | B: -25% | C: 6 | D: 2% | E: ? | F: 6% | G: 2% | H: 12 | I: 5

COc1ccc(/C(C)=N/NC(=O)CNC(=O)CCc2ccccc2)c(OC)c1
  A: ? | B: ? | C: 12 | D: -5% | E: ? | F: ? | G: ? | H: 11 | I: 28

CCN(CC)S(=O)(=O)c1ccc(NC(=O)c2cccs2)cc1
  A: -1% | B: -4% | C: -2 | D: 12% | E: 10% | F: -2% | G: -7% | H: -18 | I: -52*

COc1ccccc1NC(=O)c1cc(-c2ccc(C)o2)nc2ccccc12
  A: 0% | B: 9% | C: 3 | D: 14% | E: -18% | F: 11% | G: 3% | H: 9 | I: 0

Letters: A = HT1080-NT tox; B = SW480 rereplic; C = DRD3 agonist; D = GLP1R ag; E = KB-V1 MDR tox; F = HT1080 IDH1KD tx; G = KB-3-1 tox; H = DRD3 antagonist; I = IL-1B inflam inh
CC1CC(C)CN(S(=O)(=O)c2cc3c4c(c2)C(C)C(=O)N4CCC3)C1 (stereo not drawn)
  A: 1% | B: 6% | C: -5 | D: 16% | E: 3% | F: 0% | G: -3% | H: 28 | I: -14

Cc1ccccc1OCC(=O)Nc1nnc(-c2ccncc2)s1
  A: -20% | B: ? | C: 5 | D: 3% | E: 3% | F: -11% | G: -4% | H: -17 | I: -10

CCOC(=O)N1CCN(C(=O)/C(=C\c2cccs2)NC(=O)c2cccs2)CC1
  A: 8% | B: -6% | C: 0 | D: 8% | E: 5% | F: 7% | G: 4% | H: 25 | I: 14

CCOc1ccc(N(CC(=O)Nc2cccnc2)S(=O)(=O)c2ccc(C)cc2)cc1
  A: -16% | B: -2% | C: -17 | D: -5% | E: -12% | F: -19% | G: -21% | H: ? | I: -12

Bioassay records: PubChem BioAssay, National Center for Advancing Translational Sciences (NCATS)
